Screens deposited in PubChem BioAssay by National Center for Advancing Translational Sciences (NCATS).
Epigenetic derep: derepresses silenced GFP reporter in murine cells | murine LDR cells, GFP reporter derepression, 30 h | Potency, µM (top dose mostly 53.9 µM), without a hit: at the top dose GFP activation, hits mostly activators | hit rate 0.2% among 280,000 | AID 1865; note: potency is the fitted concentration of half-maximal effect; % of control where 0% means no effect; nearly all actives have a fitted effect of over 60% in size
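Derepression of a silenced CMV-GFP reporter in murine LDR cells is scored by enumerating GFP-positive cells with a laser-scanning microplate cytometer after 30 hours of treatment at 37 C.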
CBFb-RUNX1 inh: inhibitors of human CBF-beta and RUNX1 interaction | Q01196+Q13951 | AlphaScreen CBFb-His/RUNX1-biotin binding, biochemical | Potency, µM (top dose mostly 59.8 µM), inactives show at the top dose activity, negative = inhibition, actives largely listed as inhibitors | 230,000 tested, under 10 active; note: % of control where 0% means no effect
Target sequence (Q01196 whole entry, looked up): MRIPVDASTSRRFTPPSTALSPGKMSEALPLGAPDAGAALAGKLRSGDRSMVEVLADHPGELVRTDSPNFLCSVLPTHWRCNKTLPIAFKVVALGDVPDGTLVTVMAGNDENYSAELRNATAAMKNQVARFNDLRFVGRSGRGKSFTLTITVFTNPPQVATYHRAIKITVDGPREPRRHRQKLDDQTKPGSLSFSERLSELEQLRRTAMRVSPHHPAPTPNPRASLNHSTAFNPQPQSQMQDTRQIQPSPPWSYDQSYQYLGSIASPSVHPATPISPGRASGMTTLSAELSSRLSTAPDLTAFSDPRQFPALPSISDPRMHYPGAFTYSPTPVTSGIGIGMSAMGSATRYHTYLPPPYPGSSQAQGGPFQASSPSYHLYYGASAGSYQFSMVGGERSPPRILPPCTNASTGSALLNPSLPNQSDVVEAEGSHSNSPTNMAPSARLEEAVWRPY
Target sequence (Q13951 whole entry, looked up): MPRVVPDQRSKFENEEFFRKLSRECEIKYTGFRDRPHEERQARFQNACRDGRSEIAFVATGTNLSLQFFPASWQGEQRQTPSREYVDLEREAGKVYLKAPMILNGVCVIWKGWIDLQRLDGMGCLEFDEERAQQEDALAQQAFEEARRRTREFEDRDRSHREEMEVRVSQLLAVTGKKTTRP
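Room-temperature protein-protein interaction test with 30 nM each of His-tagged CBF-beta and biotinylated RUNX1, 15 min with compound, then 90 min with nickel plus streptavidin beads. Signal read in AlphaScreen mode.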
aGal spleen mod: inhibitors or activators of human alpha-galactosidase in spleen homogenate. P06280. Potency, µM (doses to about 80 µM), inactives show top-dose activity change, negative = inhibition, usual class: inhibitors. human spleen homogenate, 4MU-alpha-Gal fluorescence, 40 min. hit rate 0.008% among 240,000;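 note: potency is the fitted concentration of half-maximal effect; 0% = enzyme with vehicle and -100% = no enzyme basal signal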
Target sequence (P06280 32-429 limits assumed): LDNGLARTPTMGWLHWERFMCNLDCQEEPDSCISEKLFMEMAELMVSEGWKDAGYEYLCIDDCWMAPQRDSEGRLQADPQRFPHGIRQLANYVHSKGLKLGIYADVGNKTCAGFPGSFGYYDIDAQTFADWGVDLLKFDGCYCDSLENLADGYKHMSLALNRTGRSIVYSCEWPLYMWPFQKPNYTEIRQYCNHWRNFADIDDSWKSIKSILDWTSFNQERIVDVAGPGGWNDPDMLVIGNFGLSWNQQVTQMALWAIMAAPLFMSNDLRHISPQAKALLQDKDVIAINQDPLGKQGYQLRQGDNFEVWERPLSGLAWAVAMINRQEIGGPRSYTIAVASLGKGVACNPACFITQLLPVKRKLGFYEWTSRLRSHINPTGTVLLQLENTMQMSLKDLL
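Human spleen homogenate (1 ug) as enzyme source, 4-methylumbelliferyl-alpha-D-galactopyranoside 1 mM final, citrate/phosphate pH 5.0 with 0.01% Tween-20. Compounds 40 min at 37C, NaOH/glycine stop; fluorescence Ex 365/Em 440, Hill-fit AC50.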
LMNA splice mod: LMNA splicing modulation; Potency, µM (highest dose often 46.1 µM), for inactives: at the highest dose ratio change, negative = inhibition, most hits filed as inhibitors; hit rate 0.01% among 200,000; HeLa LMNA splicing GFP/RFP minigene ratio, 48 h; active = well fitted inhibition curve with a large enough effect in the signal ratio, with a control signal flat, not every such curve was filed as active; inconclusive = small, poorly fitted or top-dose-only effect, or effect the other way, or a change in a side signal; the % refers to the signal ratio; note: potency is the fitted concentration of half-maximal effect; % is set by controls: 0 for no effect and ±100 for the full control effect
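Read-out is the ratio of GFP to DsRed2 object intensity, acquired by 488 nm laser-scanning cytometry on HeLa lamin A-EGFP minigene reporter cells. Compound incubation 48 hrs at 37 °C in Opti-MEM with 2% FBS; DMSO 0.5% final.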
NPSR antag: neuropeptide S receptor (human) antagonism, cAMP. Q6W5P4. hit rate 1% among 220,000. Potency, µM (series often up to 38.3 µM), without a hit: at the top dose activity change, negative = inhibition, most hits filed as inhibitors. CHO-NPSR cells, cAMP TR-FRET, antagonist mode; note: potency is the fitted concentration of half-maximal effect; % is set by controls: 0 for no effect and ±100 for the full control effect; nearly all actives have a fitted effect of over 50% in size; many of its hits are not listed in these tables
KinaseGlo FLuc: counter-screen: inhibitors of Kinase-Glo firefly luciferase; Q27757; Kinase-Glo luciferase, ATP luminescence, 8 min; AID 1379; hit rate 0.28% among 200,000; Potency, µM (series often up to 38.3 µM), for inactives: at the highest dose activity change, negative = inhibition, usual class: inhibitors; note: potency is the fitted concentration of half-maximal effect; % is set by controls: 0 for no effect and ±100 for the full control effect; nearly all actives have a fitted effect of over 60% in size
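Recombinant Kinase-Glo luciferase, 10 uM ATP (linear range), luciferin; imidazole pH 7.2 / KCl / MgCl2 / Tween / BSA buffer; 8 min RT; luminescence.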
IMPase Li inh: cell-permeable IMPase inhibitors with lithium potentiation. CHO-M1 cells, IP1 TR-FRET (IP-One), carbachol + lithium. Potency, µM (doses to about 59.4 µM), for the others: at the top dose activity, negative = IMPase inhibition, hits mostly inhibitors. hit rate 0.35% among 210,000. AID 1457;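 note: IP1 builds up when IMPase is blocked and the TR-FRET signal falls; potency is the fitted concentration of half-maximal effect; plate controls were basal vehicle for no effect and high inhibitor control for full effect; nearly all actives have a fitted effect of over 50% in size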
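IP1 accumulation measured by competitive TR-FRET in lysed CHO-M1 cells after 30 min compound exposure at 37C, with a small lithium addition to potentiate weak responses. Hill-equation AC50 from ratio and donor-channel data.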
An asterisk follows results filed as active; ? = inconclusive; nt = no result given; & = joins results of further samples; [ ] = remark or other dose. Unless noted, calls come from the whole dose curve; as a rule, active = well fitted curve in the direction sought with a large enough effect; inconclusive = small, poorly fitted or top-dose-only effect, or another doubt; inactive = no such curve, though single readings can be large; an effect the other way counts as inactive or inconclusive. Not all compounds are listed; rates above refer to the full screens.

Structure | Epigenetic derep | CBFb-RUNX1 inh | aGal spleen mod | LMNA splice mod | NPSR antag | KinaseGlo FLuc | IMPase Li inh
Cc1ccc(NC(=O)Cc2csc(-c3ccccc3)n2)cc1F | -0.9% | -4% | -3% | -1% | -27%[46.1 µM] | nt | nt
Cc1ccc(SC(C)C(=O)N2CCC(C(N)=O)CC2)cc1 (stereo not given) | 1.2% | -1% | -4% | nt | 4% | 1% | 4%
Cc1cscc1NC(=O)/C=C/C(=O)O | -1.8% | -6% | -9% | nt | -11% | nt | nt
CCc1c(C)nc2ncnn2c1N1CCCC(C(=O)NCCc2ccccc2)C1 (stereo not given) | -1.1% | 2% | 1% | ? | -18%[46.1 µM] | 3% | 6%[38.3 µM]
O=C1COc2ccc(NC(=O)N3CCN(c4ccc(F)cc4)CC3)cc2N1 | 3.0% | -1% | 3% | -3% | -3%[46.1 µM] | 0% | 1%[38.3 µM]
CC1=CCC2CC1C2(C)C (stereo not given) | nt | 2%[21.7 µM] | 7% | -22% | nt | nt | -12%
COc1ccc(Cl)cc1NC(=O)Nc1ccc(Br)cn1 | 0.0% | 18% | 4% | 10% | -7%[46.1 µM] | -1% | 17%[38.3 µM]
CCOc1ccc(/C=N/NC(=O)C(=O)NCc2ccco2)cc1 | 0.9% | 1% | 0% | 9% | -5%[46.1 µM] | nt | nt
O=C(NCCN1C(=O)S/C(=C\c2ccc(Cl)c(Cl)c2)C1=O)c1ccc2c(c1)C(=O)N(Cc1ccncc1)C2=O | 0.0% | -7% | -3% | 7% | -6% | -3% | 7%
CC[C@H](C)[C@H](N)C1=N[C@H](C(=O)N[C@@H](CC(C)C)C(=O)N[C@@H](CCC(=O)O)C(=O)N[C@@H](C(=O)N[C@H]2CCCCNC(=O)[C@@H](CC(N)=O)NC(=O)[C@@H](CC(=O)O)NC(=O)[C@@H](Cc3cnc[nH]3)NC(=O)[C@@H](Cc3ccccc3)NC(=O)[C@@H]([C@@H](C)CC)NC(=O)[C@@H](CCCN)NC2=O)[C@@H](C)CC)CS1 | 4.1%[16.9 µM] | -21%[21.7 µM] | -3%[29.1 µM] | ? | nt | -5%[17.1 µM] | -8%
CC(CCc1ccccc1)NC(=O)c1ccc(Cl)nc1 (stereo not given) | 0.0% | 8% | 0% | ? | -3%[46.1 µM] | 0% | 2%[38.3 µM]
CCOCC(=O)Nc1c(C(=O)OCC)oc2ccccc12 | -0.3% | 6% | -8% | 5% | -7%[46.1 µM] | -2% | -7%[38.3 µM]
O=C(NC1CCN(C(=O)N2CCOCC2)CC1)c1ccccc1 | -1.5% | -4% | 2% | 7% | -6%[46.1 µM] | -2% | -3%[38.3 µM]
COC(=O)C1=C(C)N(CCc2ccc(OC)c(OC)c2)C(=O)/C1=C\N(C)C | 0.0% | -1% | -3% | -3% | -1%[46.1 µM] | -2% | 35%[activator][38.3 µM]
NCCCCc1cn(CC(=O)N2CCNCC2)nn1 | 1.0% | 5% | 6% | nt | -22% | nt | -11%
COc1ccc(C(=O)c2cn[nH]c2-c2cc(Cl)ccc2O)cc1 | -11% | -2% | 0% | -4% | -17%[46.1 µM] | nt | nt
O=C1C(Cl)=C(Nc2ccc(O)cc2)C(=O)c2ccccc21 | ? | -17% | 1% | nt | ? | nt | nt
Cc1ccc(NC(=O)CSc2nc(N)c(-c3ccccc3)c(=O)[nH]2)cc1Cl | 0.0% | 2% | 1% | nt | 22% | nt | -5%
C=CCc1c(C)nc(SC(C)C)[nH]c1=O | 1.0% | 7% | -5% | 1% | 6%[46.1 µM] | 2% | 21%[38.3 µM]
COc1ccc(S(=O)(=O)N(C)CC(=O)Nc2ccccc2SC)cc1Cl | -2.1% | 5% | 1% | -15% | ? | 1% | 46%[activator][38.3 µM]
O=C(COC(=O)CCc1ccccc1)NC12CC3CC(CC(C3)C1)C2 | 1.1% | 7% | -1% | 3%[46 µM] | 8% | -5% | 2%
CNC(=O)COc1ccc(-c2nn(C)c(=O)c3ccccc23)cc1 | -0.8% | 0% | 8% | -4% | -9%[46.1 µM] | -2% | 14%[38.3 µM]
C[N+]1(CCn2ccc3ccccc32)CCCCC1 | 0.2% | 4% | 0% | 1%[9.22 µM] | 13% | 1% | 16%
Cc1oc2nc(SCC(=O)Nc3ccc(S(N)(=O)=O)cc3)nc(NC(=O)c3ccccc3)c2c1C | -0.7% | 1% | -8% | 1% | -17%[46.1 µM] | -2% | 24%[38.3 µM]
CN(CC(=O)Nc1ccc(N2CCOCC2)cc1)CC(=O)Nc1ccc(Cl)cc1[N+](=O)[O-] | -1.1% | 1% | 2% | -15% | -3% | 9% | 20%
O=C(c1cccc(F)c1)N1CCC2(CCCN(c3cccc(-c4ccccc4)c3)C2)CC1 | nt | nt | -5% | nt | nt | 0% | 3%
COc1ccc(NC(=O)COC(=O)Cc2ccc(-c3ccccc3)cc2)c(OC)c1 | 0.0% | -3% | 4% | -5% | -7% | 0% | 0%
COCCn1c(-c2ccc(OC)cc2)nc2ccccc21 | -0.6% | 3% | 3% | 4% | -3%[46.1 µM] | 12% | 14%[38.3 µM]
O=C(Nc1nnc(SCc2ccc(Cl)cc2)s1)c1ccco1 | -1.4% | 0% | -14% | 9% | -15%[46.1 µM] | -3% | 0%[38.3 µM]
CC(CC#CCN1CCOCC1)OCCC#N (stereo not given) | -4.3% | 9% | 17% | 7% | 5%[46.1 µM] | -4% | -6%[38.3 µM]
COc1ccccc1NS(=O)(=O)c1cc(NC(=O)Nc2cccc(C)c2)ccc1N1CCCCC1 | 0.0% | -2% | -12% | ? | -3% | 0% | 0%
O=C(Nc1cccc(O)c1)c1cnn2cccnc12 | 5.0% | -3% | 15% | -2% | -1%[46.1 µM] | -17% | 15%[38.3 µM]
O=S(=O)(c1cccs1)N1CCC(Cc2ccccc2)CC1 | 0.1% | 7% | 4% | -18% | -10%[46.1 µM] | 1% | 44%[activator][38.3 µM]
CNc1cnn(-c2ccc(C)cc2)c(=O)c1Cl | 0.0% | -4% | -10% | -17% | -7%[46.1 µM] | -4% | 1%[38.3 µM]
Cc1ccc2cc(C#N)c(NCCNC(=O)C3CCC3)nc2c1C | 0.7% | 2% | 14% | ? | 5%[46.1 µM] | -1% | -18%[38.3 µM]
CCOc1ccccc1C(=O)NC(C)c1ccc2c(c1)OCO2 (stereo not given) | 0.9% | 14% | -9% | -25% | -11%[46.1 µM] | -2% | 32%[activator]
C=CCN1CCN(c2nc3ccccc3nc2C#N)CC1 | 0.0%&0.8% | -14% | 10%&-1% | nt | nt | 2% | -11%&7%
COc1ccc(C(=O)Nc2ccccc2C(=O)NC(Cc2ccc(O)cc2)C(=O)NNC(=O)c2ccncc2)cc1 (stereo not given) | -0.6% | 11% | 2% | -18%[46 µM] | 3% | -1% | -2%
CCn1c(SCC(=O)N2CCCc3ccccc32)nc2cccnc21 | 0.9% | 6% | -4% | -1% | 1%[46.1 µM] | -1% | 10%[38.3 µM]
COc1ccc(C)cc1NC(=O)c1ccc(-c2ccc(C(C)=O)cc2)o1 | 8.6% | -1% | -1% | nt | -25% | 1% | 19%
Cn1c(SCC(=O)N2c3ccccc3CCc3ccccc32)nnc1-c1cc2ccccc2cc1O | 0.0% | 0% | -5% | -8% | ? | 2% | 5%
O=C(Nc1nc2c(s1)CCCC2)c1ccc(S(=O)(=O)N2CCCc3ccccc32)cc1 | 3.8% | -5% | 10% | ? | -25% | 0% | 2%
CN1CCN(CCC(=O)Nc2ccc(OCc3ccccc3)cc2)CC1 | 2.4% | 2% | -20% | -6% | 6%[46.1 µM] | 2% | 13%[38.3 µM]
CCCc1[nH]nc2c1C(CCc1ccccc1)C(C#N)=C(N)O2 (stereo not given) | -1.0% | 7% | 9% | 14% | -22%[46.1 µM] | -2% | 2%[38.3 µM]
Cc1occc1C(=O)NCc1cccs1 | 1.2% | 3% | -11% | -3% | -1%[46.1 µM] | 1% | -5%
CNCCCCOc1ccccc1-c1ccccc1 | -1.9% | -4% | 1% | 11% | 9% | -2% | 15%
O=S1(=O)CC(O)C(Nc2ccccc2)C1 (stereo not given) | -2.6% | 0% | -2% | 1% | -2%[46.1 µM] | 3% | 1%[38.3 µM]
Cc1ccccc1NC(=O)CCC(=O)N/N=C/c1ccncc1 | 2.9% | -6% | -4% | 7% | -14%[46.1 µM] | 1% | 2%[38.3 µM]
Cc1nc(C(C)NC(=O)CCc2nnc(Cc3c[nH]c4ccccc34)o2)cs1 (stereo not given) | 1.1% | -4% | 12% | ? | -5% | 2% | 2%
CN1C(=O)CC(Sc2ncccc2C(=O)O)C1=O (stereo not given) | -0.1% | 0% | -12% | -3% | 4%[46.1 µM] | 1% | -7%[38.3 µM]
Cc1ccc(S(=O)(=O)NCc2cccnc2)s1 | 1.3% | 6% | 6% | -13% | 11%[46.1 µM] | -4% | 5%[38.3 µM]
Cc1ccc(-c2c(C(=O)Nc3ccccc3C)c(C)[nH]c(=S)c2C#N)o1 | 1.1% | 5% | 1% | nt | -19% | 0% | 11µM*
C/C(CC(=O)NCc1ccco1)=N\NC(=O)COc1ccc(C)cc1 | 0.0% | 5% | -10% | -6% | 3%[46.1 µM] | 3% | -2%
Cc1ccc(N2C(=O)C(O)(C(F)(F)F)C3=C2CC(C)(C)CC3=O)cc1C (stereo not given) | -1.1% | -1% | -15% | -8% | -12%[46.1 µM] | 0% | 1%[38.3 µM]
CC(C)CNc1nnnc2c1sc1nc(N3CCOCC3)c3c(c12)CC(C)(C)SC3 | -1.1% | 0% | -5% | 1% | ? | 1% | 12%[38.3 µM]
Cc1nc2ccccc2c(=O)n1/N=C/c1ccncc1 | 0.0% | 2% | -14% | -10% | -4%[46.1 µM] | -5% | 25%[38.3 µM]
S=c1[nH]nc(COc2ccccc2)n1/N=C/C=C/c1ccco1 | 0.8% | ? | 6% | nt | ? | nt | nt
CCCCn1c(=O)[nH]c(=O)c2c1nc(COC(=O)c1c(C)noc1C)n2CCC | -2.9% | 1% | 8% | 27% | -29%[46.1 µM] | -9% | -1%[38.3 µM]
Cc1sc(NC(=O)c2ccco2)c(CN2CCN(c3ccccc3)CC2)c1C | 4.1% | 4% | -3% | 4% | ? | 11% | 7%[38.3 µM]
C=CCNC(=O)CSc1nnc(C(CC)N(C)C)n1C1CCCCC1 (stereo not given) | -1.4% | -9% | -5% | nt | -2%[7.67 µM] | nt | nt
CCc1nnc(NC(=O)C2CCCCC2)s1 | -0.9% | 13% | 1% | -8% | -3%[46.1 µM] | 7% | -6%
O=C(/C=C/c1ccccc1[N+](=O)[O-])NCc1ccncc1 | 1.1% | 16% | 10% | nt | 11% | 4% | 7%
